Compound activity deposited in PubChem by National Center for Advancing Translational Sciences (NCATS).
D1 agonist = activates the human D1 dopamine receptor | HEK293 T-REx D1 cells, calcium flux, agonist mode | actives 1% (n = 360,000) | activation, % at 2 µM | AID 504660 | P21728; in the data active = activation above about 30%; also: 0% is about no effect
Target sequence (P21728 whole entry, looked up): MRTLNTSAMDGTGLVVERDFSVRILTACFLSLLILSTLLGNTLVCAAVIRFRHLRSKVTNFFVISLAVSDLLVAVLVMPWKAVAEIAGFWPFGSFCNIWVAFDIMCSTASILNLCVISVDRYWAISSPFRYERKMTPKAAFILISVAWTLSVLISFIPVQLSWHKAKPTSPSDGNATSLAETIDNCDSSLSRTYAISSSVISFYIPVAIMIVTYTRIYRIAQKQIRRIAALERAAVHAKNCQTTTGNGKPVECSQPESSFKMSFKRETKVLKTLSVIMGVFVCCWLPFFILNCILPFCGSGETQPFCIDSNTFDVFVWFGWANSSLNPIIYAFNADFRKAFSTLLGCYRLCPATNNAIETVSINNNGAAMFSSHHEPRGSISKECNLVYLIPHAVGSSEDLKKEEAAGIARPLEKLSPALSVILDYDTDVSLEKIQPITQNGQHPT
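Inducible HEK293 T-REx D1 cells, force-coupled to calcium signalling, were plated at 4000 cells/well with tetracycline and held overnight at 30 C. After no-wash calcium dye loading, compound-evoked calcium rise over 180 s flagged agonists.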
TRHR agonist = activates the human TRH receptor. P34981. TRHR cells, calcium flux fluo-8, FDSS agonist mode. activation, % at 2 µM. actives 0.18% (n = 360,000). AID 493084; in the data active = activation above about 30%; also: 0% is about no effect
Target sequence (P34981 whole entry, looked up): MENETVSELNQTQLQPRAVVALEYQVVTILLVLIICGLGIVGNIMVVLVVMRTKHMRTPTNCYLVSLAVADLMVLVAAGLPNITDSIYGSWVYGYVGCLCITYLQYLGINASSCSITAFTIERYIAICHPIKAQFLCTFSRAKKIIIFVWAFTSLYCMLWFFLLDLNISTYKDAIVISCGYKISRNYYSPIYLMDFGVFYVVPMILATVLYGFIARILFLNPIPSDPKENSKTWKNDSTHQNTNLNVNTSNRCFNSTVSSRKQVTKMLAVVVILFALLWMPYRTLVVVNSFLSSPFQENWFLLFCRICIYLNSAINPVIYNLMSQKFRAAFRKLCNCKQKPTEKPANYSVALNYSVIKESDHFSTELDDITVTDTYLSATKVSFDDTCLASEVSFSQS
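Steps: seed TRHR cells overnight; add fluo-8 no-wash Ca dye, RT 30 min–1.5 h; record 10 s baseline; pin-transfer compounds; monitor fluorescence 1 cycle/s for the agonist window. Calcium increases flag candidate agonists.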
D1 potentiator = enhances dopamine response at the human D1 receptor | P21728 | HEK293 TREx D1 cells, calcium flux, dopamine EC20 potentiation | potentiation, % at 10 µM | actives 0.036% (n = 360,000); in the data active = potentiation above about 30%; also: 0% is about no effect
RXFP1 antag = antagonists of human relaxin receptor RXFP1. actives 0.59% (n = 350,000). HEK293-RXFP1, relaxin-stimulated cAMP HTRF, 30 min; stronger effect = lower value. activity change, negative = inhibition, % at 57.5 µM;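 active = activity change of -60% or lower, but not beyond a set lower limit; inconclusive = change between -60% and -40%, or beyond the set limit; inactive = change above -40%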; also: % is scaled to controls: 0 for no effect and ±100 for the full control effect
RXFP1 ag = agonists of human relaxin receptor RXFP1 | actives 0.3% (n = 370,000) | Q9HBX9 | HEK293T-RXFP1 cAMP TR-FRET, 30 min; response scale: percent of porcine relaxin response, buffer zero | Potency, µM (series often up to 57.5 µM), without a hit: at the highest dose activation, hits mostly activators; also: potency is read from the fitted curve at half-maximal effect; % is scaled to controls: 0 for no effect and ±100 for the full control effect; nearly all actives have a fitted effect of over 60% in size; many of its hits are not listed in these tables
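Agonist response is measured as cAMP accumulation in an RXFP1-transfected HEK293T line under PDE4 inhibition. Values are scaled between buffer-only and 29 nM porcine relaxin, and EC50s come from standard Hill equation fits.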
D2 potentiator = positively modulates the human D2 dopamine receptor allosterically. P14416. AID 485347. potentiation, % at 10 µM. HEK293 T-REx D2, calcium flux, EC20 dopamine potentiation. actives 0.34% (n = 340,000);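 active = potentiation over 3 SD above the plate norm, cut at about 30% in these data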; also: 0% is about no effect
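Tetracycline-induced Hek293 Trex D2 cells, force-coupled to calcium, loaded with no-wash calcium dye. Compound added with 180 s kinetic read for agonism, then EC20 dopamine and a further 180 s read for potentiation.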
TRHR enhancer = allosteric enhancers of human TRH receptor. P34981. TRHR cells, fluo-8 calcium fluorescence, EC20 TRH enhancement. enhancement, % at 2 µM. actives 0.66% (n = 360,000). AID 493056; in the data active = enhancement above about 30%; also: 0% is about no effect
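TRHR-expressing cells loaded with fluo-8 calcium dye were read kinetically (ex 480/em 530) during compound addition, then stimulated with an EC20 of TRH (10 nM final). Enhancement of the Gq-mediated intracellular calcium response was scored.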
Apoferritin bind = binds horse apoferritin like a general anesthetic. P02791. apoferritin/1-aminoanthracene competitive binding, fluorescence. Potency, µM (series often up to 77.5 µM), for inactives: top-dose activity change, negative = displacement, most hits filed as inhibitors. actives 0.074% (n = 350,000). AID 485281; also: potency is read from the fitted curve at half-maximal effect; % is scaled to controls: 0 for no effect and ±100 for the full control effect; nearly all actives have a fitted effect of over 20% in size
Target sequence (P02791 2-175 limits assumed): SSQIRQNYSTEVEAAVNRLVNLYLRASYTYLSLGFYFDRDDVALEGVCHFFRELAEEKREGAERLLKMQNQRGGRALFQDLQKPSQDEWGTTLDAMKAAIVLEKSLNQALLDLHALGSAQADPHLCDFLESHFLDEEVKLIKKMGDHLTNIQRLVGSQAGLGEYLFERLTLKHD
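Steps: apoferritin (10 uM) was premixed with half-saturated 1-AMA in PBS, compounds were pin-transferred, plates stood 10 min at room temperature, fluorescence was read at 380/535 nm, and curves were fitted with a Hill equation.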
D1 antag = antagonists of human D1 dopamine receptor; P21728; HEK293 TREx D1 cells, calcium flux, dopamine EC80; stronger effect = lower value; actives 3.2% (n = 360,000); AID 504652; activity change, negative = inhibition, % at 10 µM; in the data active = activity change below about -30%; also: % is scaled to controls: 0 for no effect and ±100 for the full control effect
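Cells carrying a force-coupled, tetracycline-inducible human D1 receptor report calcium flux. Each well gets a 10 s baseline, compound with 180 s monitoring, then an EC80 dopamine stimulus with a second 180 s kinetic read.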
Numbers without * were called inactive; u = inconclusive; x = no result given; & = joins results of further samples. Unless noted, calls follow the shape of the dose curve; as a rule, active = well fitted curve in the direction sought with a large enough effect; inconclusive = small, poorly fitted or top-dose-only effect, or another doubt; inactive = no such curve, though single readings can be large; an effect the other way counts as inactive or inconclusive. An excerpt; rates above refer to the full screens.

no.	Structure	D1 agonist	TRHR agonist	D1 potentiator	RXFP1 antag	RXFP1 ag	D2 potentiator	TRHR enhancer	Apoferritin bind	D1 antag
1	C[C@@H]1CC(=O)[C@H]2CC(CO)=CCC[C@@H]2[C@@]1(C)CC/C(=C/CO)CO	2	-0.1	2	x	1.3%	-1	-3	x	2
2	COCc1nnc(NC(=O)C2CC(=O)N(c3ccc(C)c(Cl)c3)C2)s1 (centres undefined)	1	0.2	-3	-8	1.4%	x	-7	x	17
3	CCN(CC)CCCN(C(=O)c1cccs1)c1nc(-c2ccc(OC)cc2)cs1	17	2.9	-8	-17	1.8%	-31	-2	-19%	-3
4	Nc1c2c(nc3sc4c(c13)CCCC4)CCCCCC2	9	0.3	-3	8	0.5%	-13	1	3%	-5
5	O=C(CCC(=O)N1CCOc2ccccc21)NCc1ccccn1	3	0.0	0	-3	1.5%	6	6	-3%	10
6	CCOc1ccc(CN2CCC(n3nccc3NC(=O)C3CC3)CC2)cc1CO	1	0.1	-10	8	-0.2%	x	8	-2%	5
7	COCCOC(=O)c1c(C)n(C)c2ccc(OC(=O)c3c(OC)cccc3OC)cc12	6	0.0	-2	9	5.0%	2	-2	2%	-3
8	CCN(C(=O)CSc1nc2nc(C)cc(C)n2n1)c1ccccc1	2	3.6	-5	5	2.7%	-1	-3	-14%	-15
9	N#C/C(=C\c1ccc(-c2ccccc2[N+](=O)[O-])o1)C(=O)N1CCOCC1	0	0.2	-4	13	-0.6%	5	7	u	-8
10	O=[N+]([O-])c1cc(Cl)ccc1Nc1ccccc1	1	-0.3	-2	6	0.4%	13	3	-26%	2
11	COC(=O)[C@@H]1C[C@H]2CC[C@H](O)C[C@H]2N1Cc1ccccc1OC(=O)c1cccs1	2	0.1	-4	x	1.5%	-9	0	8%&1%	-15
12	COC(=O)C1=NN(C(C)(C)CC(C)=O)C2C(=O)N(C3CCCCC3)C(=O)C12 (centres undefined)	-1	0.4	1	5	-0.1%	10	7	-7%	4
13	CCc1cccc(C)c1NC(=O)CSc1nc2ccc(N3C(=O)c4ccccc4C3=O)cc2s1	3	0.0	4	1	0.8%	14	4	-11%	-1
14	CC(C)OCCCN1CN(S(=O)(=O)c2ccccc2)c2nc3ccccc3nc21	1	-0.1	-4	-18	2.1%	11	0	-21%	-8
15	CCC(CC)c1nnc(NC(=O)CCN2C(=O)c3ccccc3C2=O)s1	9	0.0	0	0	1.3%	-3	-2	u	11

Numbers 6 to 7, quoted:
no.	Structure	D1 agonist	TRHR agonist	D1 potentiator	RXFP1 antag	RXFP1 ag	D2 potentiator	TRHR enhancer	Apoferritin bind	D1 antag
6	CCOc1ccc(CN2CCC(n3nccc3NC(=O)C3CC3)CC2)cc1CO	1	0.1	-10	8	-0.2%	x	8	-2%	5
7	COCCOC(=O)c1c(C)n(C)c2ccc(OC(=O)c3c(OC)cccc3OC)cc12	6	0.0	-2	9	5.0%	2	-2	2%	-3

The results go on:
no.	Structure	D1 agonist	TRHR agonist	D1 potentiator	RXFP1 antag	RXFP1 ag	D2 potentiator	TRHR enhancer	Apoferritin bind	D1 antag
16	Cc1ccc(CCC(=O)Nc2ccc(CC(=O)O)cc2)o1	4	0.4	-4	7	0.7%	7	-2	-3%	-1
17	CCCOc1ccc(C2NC(=O)NC(c3ccccc3)=C2C(C)=O)cc1OCC (centres undefined)	8	0.3	-2	21	-0.8%	0	-6	-17%	-5
18	CCOc1ccc(-n2c(=O)c3c(C)c(C)sc3n(CC(=O)N(CC)Cc3ccccc3)c2=O)cc1	2	-0.1	1	0	0.9%	2	-8	-12%	-15
19	CC(=O)Nc1nonc1-c1nnc(SCC(=O)Nc2ccc(C)c(Cl)c2)n1C	-1	-0.8	0	-3	3.2%	1	11	u	-8
20	O=C(CCN1C(=O)c2ccccc2S1(=O)=O)Nc1ccccc1F	1	-0.1	-4	3	0.9%	x	-6	-8%	-7
21	CCCCOc1cccc(C(=O)NC(=S)Nc2cccc(C(F)(F)F)c2)c1	7	2.2	-5	-4	-0.4%	2	5	1%	8
22	C[C@@H]1CN(C(=O)c2nc3ccc(Cl)cn3c2CN2CCc3sccc3C2)C[C@H](C)O1	4	-0.9	0	-2	4.0%	-4	-5	-10%	11
23	CCc1ccc2[nH]c(=O)c(CN(Cc3ccccc3OC)Cc3nnnn3Cc3ccco3)cc2c1	1	0.7	-1	4	1.2%	-1	-7	-11%	5
24	Cc1cccc(Oc2nc3ccccn3c(=O)c2/C=C(\C#N)c2nc3ccccc3s2)c1C	-1	-0.4	-3	-1	1.7%	2	18	-5%	-6
25	CCN(c1ccccc1)S(=O)(=O)c1ccc2c(c1)N(C(C)=O)CCS2	2	-0.2	-5	11	-0.4%	-4	-6	-7%	8
26	COc1cc(C=C2C(=O)OC(C)(C)OC2=O)ccc1OCC(=O)Nc1ccccc1	-2	0.0	-4	-1	4.2%	1	-6	-5%	23
27	CCCCN(CCCC)CCNC(=O)c1cn(C)c2ccc(S(=O)(=O)N3CCCC3)cc2c1=O	-1&-1	-0.3&-0.8	1&-2	-3&-7	-0.1%&3.1%	7&-9	7&8	-9%&17%	1&4
28	Cc1ccc(-n2ncc3c(N4CCN(c5ccc(F)cc5)CC4)ncnc32)c(C)c1	6	0.1	-4	7	0.7%	2	8	-7%	-8
29	COC(=O)[C@H](Cc1ccccc1)NC(=O)N1CCCCC1	0	0.7	-6	8	2.5%	9	-2	-14%	0
30	Cc1sc(NC(=O)CSc2nnnn2C2CCCCC2)c(C#N)c1C	4	0.5	-2	-1	2.3%	-8	-4	-15%	-34*

As entered above:
Under Apoferritin bind, compound 27 is listed with -9%&17%
Under Apoferritin bind, compound 20 is listed with -8%
Under Apoferritin bind, compound 17 is listed with -17%
Under D1 agonist, compound 30 is listed with 4
Under D1 potentiator, compound 29 is listed with -6

The results go on.
no.	Structure	D1 agonist	TRHR agonist	D1 potentiator	RXFP1 antag	RXFP1 ag	D2 potentiator	TRHR enhancer	Apoferritin bind	D1 antag
31	COc1ccc(-c2nnc(SCC(=O)c3ccc(O)cc3O)o2)cc1	2	0.3	-2	4	-5.3%	10	4	-1%	-3
32	COc1ccc(C(CNC(=O)c2ccc(S(=O)(=O)N3CCOCC3)cc2)N2CCCCC2)cc1 (centres undefined)	9	-0.8	-6	-4	1.0%	x	7	-8%	3
33	O=C(NCCCn1ccnc1)C(F)(F)C(F)(F)C(=O)NCCCn1ccnc1	3	-1.6	5	-5	2.2%	11	12	26%	25
34	OC(CNCCc1ccc(Cl)cc1Cl)COc1ccccc1 (centres undefined)	11	0.4	-5	u	3.3%	-7	4	-18%	3
35	CCS(=O)(=O)N1CCN(C2CCC(C)CC2)CC1 (centres undefined)	2	1.3	-3	-5	-1.3%	-1	-1	4%	6
36	COC(=O)c1ccc(Sc2ccccc2NS(=O)(=O)c2ccc(NC(C)=O)cc2)nc1	0	0.2	-4	2	1.2%	-1	-3	-1%	-6
37	COc1ccccc1-c1cc2nc(C)c(CCC(=O)O)c(C)n2n1	0	0.2	0	x	2.7%	1	6	5%	-4
38	COC(=O)c1cc(Br)ccc1N(Cc1cc(OC)cc(OC)c1)S(C)(=O)=O	1	-0.2	2	x	1.1%	-11	2	x	x
39	O=C(NCc1ccncc1)C(=O)NCC1OCCCN1S(=O)(=O)c1cc(F)ccc1F (centres undefined)	1	-0.6	1	4	1.4%	3	-2	-6%	-4
40	Cn1c(Cn2c(=O)sc3ccccc32)nnc1SCc1ccccn1	-1	0.0	-1	4	1.3%	0	-4	-5%	-13
41	O=[N+]([O-])c1ccccc1/C=C/CN1CCSCC1	0	0.0	-4	16	0.0%	-9	15	u	4
42	CCOC(=O)c1ccccc1NC(=O)COC(=O)C1=COCCO1	1	-0.6	0	-9	0.0%	3	4	2%	-8
43	O=Cc1c(NCc2cccc(F)c2)c2ccccc2[nH]c1=O	4	-0.3	-1	-10	1.8%	-6	-2	-10%	-24
44	CCc1cccc(C)c1NC(=O)CN1CCN(S(=O)(=O)c2ccc(C(C)(C)C)cc2)CC1	5	1.5	6	11	-0.3%	7	2	x	22
45	Cc1c(CCOC(=O)c2ccc(N3CCOCC3)c([N+](=O)[O-])c2)sc[n+]1CC#N	9	-0.6	4	-22	-3.7%	2	-3	-3%	-1

Entries shown so far containing a COOH group, in the order listed:
no.	Structure	D1 agonist	TRHR agonist	D1 potentiator	RXFP1 antag	RXFP1 ag	D2 potentiator	TRHR enhancer	Apoferritin bind	D1 antag
16	Cc1ccc(CCC(=O)Nc2ccc(CC(=O)O)cc2)o1	4	0.4	-4	7	0.7%	7	-2	-3%	-1
37	COc1ccccc1-c1cc2nc(C)c(CCC(=O)O)c(C)n2n1	0	0.2	0	x	2.7%	1	6	5%	-4

D1 antag: entries above that show a hit.
| # | compound | D1 agonist | D1 potentiator | RXFP1 antag | RXFP1 ag | D2 potentiator | TRHR enhancer | Apoferritin bind | D1 antag |
| --- | --- | --- | --- | --- | --- | --- | --- | --- | --- |
| 30 | Cc1sc(NC(=O)CSc2nnnn2C2CCCCC2)c(C#N)c1C | 4 | -2 | -1 | 2.3% | -8 | -4 | -15% | -34* |

Other compounds:
no.	Structure	D1 agonist	TRHR agonist	D1 potentiator	RXFP1 antag	RXFP1 ag	D2 potentiator	TRHR enhancer	Apoferritin bind	D1 antag
46	O=C(CCN1CCCCC1)N/N=C/c1ccc(Br)cc1	0	-0.1	-1	-16	3.1%	-1	6	-13%	-5
47	Cc1oc(-c2ccccc2F)nc1CS(=O)CC(=O)NCc1cccs1 (centres undefined)	1	0.0	2	-8	0.8%	18	0	-18%	3
48	COc1cc(OC)c(/C=C2\C(=O)Nc3ccccc32)c(OC)c1	-2	1.9	-6	x	3.5%	0	-2	x	6
49	CCCc1cc(C(=O)Cc2ccccn2)c(O)cc1O	4	1.0	-1	-2	1.8%	9	10	2%	5
50	CC1=Nc2cc(C(=O)NC3CCCC3)ccc2Sc2ccc(Br)cc21	7	-0.2	4	-17	0.1%	0	-6	4%	1
51	COC(=O)c1nonc1NCn1nnc2ccccc21	1	0.2	3	7	1.2%	8	-9	-11%	7
